hcGAS inh: human cGAS inhibition; actives 0.081% (n = 290,000); recombinant h-cGAS, ATP depletion, Kinase-Glo luminescence; AID 1259398; inhibition, % at 12.5 µM;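 also: 0% = vehicle reaction and 100% = reaction without DNA for no activity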
Target sequence (Q8N884 whole entry, looked up): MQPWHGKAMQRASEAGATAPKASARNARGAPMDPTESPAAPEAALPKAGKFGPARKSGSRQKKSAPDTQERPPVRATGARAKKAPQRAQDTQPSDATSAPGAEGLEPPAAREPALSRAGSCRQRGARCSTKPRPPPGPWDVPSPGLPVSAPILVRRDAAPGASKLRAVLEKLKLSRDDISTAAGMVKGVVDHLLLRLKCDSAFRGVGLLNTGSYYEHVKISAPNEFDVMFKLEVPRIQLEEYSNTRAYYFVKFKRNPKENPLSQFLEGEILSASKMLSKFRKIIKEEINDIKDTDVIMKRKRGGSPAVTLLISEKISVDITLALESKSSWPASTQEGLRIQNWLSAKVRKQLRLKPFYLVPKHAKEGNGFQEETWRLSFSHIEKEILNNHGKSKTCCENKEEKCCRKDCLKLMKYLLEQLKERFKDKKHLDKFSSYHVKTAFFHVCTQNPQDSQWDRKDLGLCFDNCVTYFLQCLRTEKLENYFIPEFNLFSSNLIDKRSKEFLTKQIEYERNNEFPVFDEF
NPYLR7 agonist: mosquito NPYLR7 agonism; HEK293T NPYLR7/Galpha15, GCaMP6s calcium fluorescence; activation, % at 10 µM; AID 1259423; actives 0.15% (n = 270,000); in the data active = activation above about 40%;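 also: 0% = vehicle and 100% = reference agonist at the receptor; some compounds past the cut are filed as inactive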
mcGAS inh: mouse cGAS inhibition by luminescence. actives 0.15% (n = 160,000). inhibition, % at 12.5 µM. recombinant cGAS, Kinase-Glo ATP depletion luminescence. Q8C6L5;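 also: 0% = negative control wells and 100% = reference inhibitor with no enzyme activity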
Numbers without * were called inactive; . = not tested or not shown; & = joins results of further samples. Rule as the data show it, unless noted: active = inhibition above about 40%; inactive = the rest. No enrichment for hits; 0.26% or so of the library scored in one or more.

Screens in order – hcGAS inh | NPYLR7 agonist | mcGAS inh
- O=C(NCCc1ccc(O)cc1)C1CC1(c1ccccc1)c1ccccc1 (stereo not drawn)
    -3 | -7 | -5
- Cc1ccc(C(CC(=O)N2CCN(C(c3ccccc3)c3ccccc3)CC2)c2cn(C)c3ccccc23)cc1 (stereo not drawn)
    -13 | -2 | -6
- Cc1cc(C)n(C(C)CNC(=O)c2cc3n(n2)CCNC3)n1 (stereo not drawn)
    -1 | -5 | -14
- O=C1NC(Cc2cscn2)c2nc(COc3ccccc3)ncc21 (stereo not drawn)
    7 | -8 | .
- CC(C)(CNC(=O)NCC1CN2CCCC2CO1)c1cccs1 (stereo not drawn)
    -6 | 5 | .
- Cc1cc(C(=O)N/N=C\c2cccs2)n[nH]1
    1 | -5 | 0
- O=c1cc(CSc2nnc(-c3ccncc3)n2C2CC2)nc2sccn12
    -6 | 3 | .
- COCC(NC(=O)CCn1c(C)cc(C)nc1=O)c1ccccn1 (stereo not drawn)
    -7 | 15 | .
- CCOC(=O)Cn1c(=O)c2c(nc3n2CCCN3c2ccc(C)c(C)c2)n(C)c1=O
    -3 | 3 | -7
- CN1CC(=O)N2CCN(C(=O)CCn3nnc4ccccc43)CC2C1=O (stereo not drawn)
    -6 | 8 | .
- CCCN(CC(=O)N(Cc1cccn1Cc1ccc(Br)cc1)C1CCCCC1)S(=O)(=O)c1ccc(Cl)c([N+](=O)[O-])c1
    4 | -18 | 1
- Cc1ccc(C2CC2C(=O)NC2CCCC2C)s1 (stereo not drawn)
    -9 | -8 | -16
- CCc1ccc(-c2cc3c(=O)n(Cc4nc(-c5ccccc5C)oc4C)ccn3n2)cc1
    -1 | 10 | -6
- CCn1ccc(C(=O)Nc2nc(-c3ccccc3)c(-c3ccccc3)s2)n1
    -3 | -10 | .
- COc1ccc(CN(C(=O)Nc2cccc(C)c2C)C(C)C)cc1OS(C)(=O)=O
    -13 | -7 | -7
- Cc1ccc(C)c(-n2c(C)cn3c4c(=O)n(C)c(=O)n(C)c4nc23)c1
    5 | -8 | 3
- Fc1ccc(C2=Nc3nc(C(F)(F)F)nn3C(c3ccc4c(c3)OCO4)C2)cc1 (stereo not drawn)
    -12 | -8 | .
- CCN1C(=O)C2(CC(=O)N(CCCN(C)S(C)(=O)=O)C2=O)c2ccccc21 (stereo not drawn)
    -5 | 5 | -3
- CCN(Cc1nccn1C)C(=O)c1ccc(N2CCC(C)CC2)nc1
    -10 | 12 | .
- COc1c(/C=C2/SC(=S)N(CC(=O)O)C2=O)cccc1[N+](=O)[O-]
    1 | -8 | 9
- COc1ccc(-c2nn(-c3ccccc3)cc2C2=NN(S(C)(=O)=O)C(c3ccco3)C2)cc1 (stereo not drawn)
    -6 | -6 | .
- O=C(COC(=O)C1=COCCO1)Nc1cc2[nH]c(=O)[nH]c2cc1Br
    4 | 2 | .
- Cc1ccc(C)c(S(=O)(=O)N2CCN(C(=O)c3cn[nH]c3-c3ccc(F)cc3)CC2)c1
    -5 | -5 | -8
- COc1cccc(C(=O)Nc2cc(-c3cccs3)nn2-c2nc(C)cc(=O)[nH]2)c1OC
    -8 | 0 | .
- O=S1(=O)NC(c2ccccc2Cl)Nc2ccccc21 (stereo not drawn)
    -1 | 12 | .
- Cc1nnc(CSc2cc(C(N)=O)c3ccccc3n2)o1
    2 | 0 | 21
- O=C(C1=C(O)C(=O)N(CCCN2CCOCC2)C1c1ccc(Cl)cc1)c1ccco1 (stereo not drawn)
    -8 | 14 | -6
- CSc1ccc(NC(=O)N(CC(=O)Nc2cc(C(C)(C)C)nn2-c2cccc(C)c2)CC(C)C)cc1
    0 | 16 | -4
- CC(C)C(=O)N1CCC(NC(=O)c2cc(F)cc3[nH]c(=S)[nH]c23)CC1
    18 | -11 | 8
- C#CCNC(=O)Cc1ccc(NS(=O)(=O)c2cc(Cl)cc(Cl)c2)cc1
    -5 | 5 | .

Compound profiles (already shown). Order of screens: hcGAS inh	NPYLR7 agonist	mcGAS inh
CCN(Cc1nccn1C)C(=O)c1ccc(N2CCC(C)CC2)nc1 reads -10	12	.
Fc1ccc(C2=Nc3nc(C(F)(F)F)nn3C(c3ccc4c(c3)OCO4)C2)cc1 (stereo not drawn) reads -12	-8	.

(listing goes on)
Screens in order – hcGAS inh | NPYLR7 agonist | mcGAS inh
- COc1ccc(C(C)=O)cc1CN1C(=O)C(C)ON=C1c1ccco1 (stereo not drawn)
    1 | 7 | .
- Nc1nnc2cc(C(=O)c3cc(F)ccc3O)cnn12
    2 | -2 | 2
- COCC1CCCN(C(=O)c2ccc(-c3ccc(CCC(=O)O)cc3)nc2)C1 (stereo not drawn)
    0 | 11 | .
- Cc1ccc(C(=O)N2CCSC2c2cccc(Oc3ccccc3)c2)cc1 (stereo not drawn)
    -12 | 16 | -6
- CCCN1CCC(Cc2noc([C@@H](N)Cc3ccccc3)n2)CC1
    -6 | -3 | .
- COc1cc(NCc2cccc(C)c2)cc(OC)c1
    1 | 16 | .
- CS(=O)c1nncn1Cc1cc(Br)ccc1F (stereo not drawn)
    -6 | 6 | .
- O=C(Cn1nnnc1CN1CCCCCC1)N1CCOCC1
    -7 | 14 | .
- c1ccc2[nH]c(CSc3nc4ccccc4o3)nc2c1
    -1&-1 | 7&1 | -3&1
- CCOC(=O)C1(C)CCN1C(=O)c1ccc(F)c(C)c1 (stereo not drawn)
    -16 | 0 | .
- CCS(=O)(=O)c1ccc2oc(-c3cccc(NC(=O)c4ccc(F)cc4)c3)nc2c1
    -10 | 21 | -5
- CCC(CC)n1nc(C)cc1NC(=O)C(OC)c1ccccc1 (stereo not drawn)
    -5 | 2 | -11
- Cc1cc(Cl)ccc1OC(C)C(=O)N1CC(C(N)=O)Oc2ccccc21 (stereo not drawn)
    -6 | 0 | .
- COc1ccc(N2CCN(C(=O)c3cccnc3SCc3ccc(Br)cc3)CC2)cc1
    -5 | 5 | -5
- COc1ccc(C=NNc2nc(-c3cc4cc(Cl)ccc4oc3=O)cs2)cc1
    -6 | -6 | -6
- Cc1ccccc1OCC(=O)N=Nc1c(O)[nH]c2c(Br)cc(Br)cc12
    -1 | -2 | .
- O=S(=O)(NCc1ccccc1)NCc1cccnc1
    -7 | 8 | .
- Cc1cc(C)c(C#N)c(Nc2ccc(Cl)cc2)n1
    -4 | -4 | -5
- COCCN=C1NN=C(c2ccc(C(C)(C)C)cc2)CS1
    -1 | 0 | .
- Cc1ccc(Cc2nsc(N3CCN(C(=O)Nc4cccc(F)c4)C(C)C3)n2)cc1 (stereo not drawn)
    -11 | 6 | -4
- COc1ccc(C(=O)N2CCCC(N(C)Cc3ccccc3)C2)cc1F (stereo not drawn)
    -3&-9 | -1&11 | .
- CCc1nc2ccc(C(=O)NCCc3c[nH]c4ccccc34)cn2c1N(C=O)CCC(C)C
    -4 | -3 | -6
- COc1cc(/C=N\n2c(=O)c(C(C)(C)C)nn3cnnc23)ccc1OC(=O)c1ccccc1C
    -7 | 3 | .
- Cn1c(=O)c2c(SCC(=O)Nc3cc(C(F)(F)F)ccc3Cl)nc(C3CC3)nc2n(C)c1=O
    2 | -2 | .
- CC(C)c1ccc(CC(=O)N2CCC2(C)C(=O)Nc2ccc3c(c2)OCO3)cc1 (stereo not drawn)
    -7 | 10 | -4
- Cc1nccc(-c2ccccc2)c1C(=O)N1CCCC(Nc2ccccc2)C1 (stereo not drawn)
    16 | 1 | -16
- O=c1cc(Nc2ccccc2)c2ccccc2s1
    3 | -7 | 0
- COc1ncc(CN2CCC(CNC(=O)NC(C)C)C2)cn1 (stereo not drawn)
    2 | 0 | .
- O=C(Nc1nc(-c2c(F)cccc2F)cs1)c1ccc2c(c1)COC2
    -4 | -5 | 2
- COC(=O)c1cc(=O)c2c([N+](=O)[O-])ccc(OC)c2o1
    -2 | -5 | .

The list continues.
compound	hcGAS inh	NPYLR7 agonist	mcGAS inh
Cc1ccoc1C(=O)NCc1ccc(CS(=O)(=O)NC(C)C)cc1	-9	3	-17
O=C(c1n[nH]c2c1CCCC2)N1CCN(c2cc(Cl)ncn2)CC1	-8	2	.
CNc1nn(CC(=O)Nc2cc(Cl)ccc2OC)c(N)c1-c1nc(-c2ccccc2C)no1	-7	.	-8
Cc1cnc(C(=O)Nc2cc(C(F)(F)F)ccc2N2CCOCC2)cn1	-9	2	.
CC1=NN(C(=O)CC#N)C(O)(c2ccc(F)cc2)C1 (stereo not drawn)	-5	-1	.
CN1C(=O)CC(C(=O)Nc2cccc(Cl)c2)SC1=Nc1cccc(F)c1 (stereo not drawn)	-3	2	.
CNC(=O)c1nnc2n1C(c1ccccc1)CN(C(=O)c1ccc(F)c(C)c1)C2 (stereo not drawn)	6	1	.
O=S(=O)(Nc1ccc(Br)cc1Br)c1ccc(Cl)s1	3	6	-1
CNC(=O)[C@H]1CN(C(=O)Nc2ccc3c(c2)OCO3)[C@]2(C)C(=O)N(CCOC)c3ccccc3[C@H]12	-4	14	-3
COCCn1c(SCC(=O)Nc2ccccc2SCC(N)=O)nnc1-c1ccncc1	0	-4	.
CCN(CC)C(CNC1CCN(C)CC1)c1ccco1 (stereo not drawn)	1	-7	-2
Cc1cc(C(=O)Nc2cc(C(=O)N3CC(C)CC(C)C3)ccc2C)on1 (stereo not drawn)	0	-3	.
COCC(Nc1nc(-c2ccncc2)nc2c1CNC2)c1ccnn1C (stereo not drawn)	-2	0	.
COCCNC(=O)CN1CN(c2ccccc2)C2(CCN(C(=O)C3CCCCC3)CC2)C1=O	-4	1	-3
CC(C)[C@H](N)C(=O)OCC(CO)OCn1cnc2c(=O)[nH]c(N)nc21 (stereo partly drawn)	-2	-2	.
O=c1ccc(-c2cccnc2)nn1CCNS(=O)(=O)c1cccs1	-9	8	.
Cc1ccc(-c2cc3c(SCC(=O)Nc4ccc(F)cc4F)nccn3n2)cc1	-4	4	-9
Cc1cnc(CNC(=O)c2ccc3sc([C@@H]4O[C@H](CO)[C@H](O)[C@H](O)[C@H]4O)nc3c2)cn1	-5	17	-8
Cc1ccc(Cc2nnc(SCC(=O)Nc3ccc(OC(F)F)cc3)[nH]c2=O)cc1	-6	-1	-8
Cc1ccc(OCC(=O)N(C)C2CCS(=O)(=O)C2)c(Br)c1 (stereo not drawn)	-4	7	-6
CCOC(=O)N1CCN(C(=O)CC(c2cccc(C)c2)c2cn(CC)c3ccccc23)CC1 (stereo not drawn)	2	-1	0
COc1ccc(CN(C)C(=O)c2ccc(Cl)c(S(N)(=O)=O)c2)cc1	-3	7	.
CC(CNS(=O)(=O)c1ccc2ccccc2c1)N1CCc2ccccc2C1 (stereo not drawn)	-10	6	.
CCSc1nc(O)cc(=O)n1CC	-29	2	-12
Cc1ncc(CN(C)C(=O)Nc2ccc(N(C)C3CCCCC3)c(F)c2)s1	-11	11	.
Cc1ccc(C(=O)N[C@H]2CO[C@H]3[C@@H]2OC[C@H]3O)cc1	-8	-4	-8
O=c1scc(C(F)(F)F)n1Cc1ccc(Br)cc1	-15	0	.
CC1COCCN1CC(=O)Nc1cccc(CSc2ccccn2)c1 (stereo not drawn)	-9	-2	.
C[C@@]12C(=O)N(c3ccc(C(=O)Nc4cccc5cccnc45)cc3)C(=O)[C@@H]1[C@@H]1C=C[C@H]2C1	-7	7	-10
CC(C)c1cc(C(=O)N2CCNCC2C(=O)N2CCOCC2)cs1 (stereo not drawn)	1	7	.

By substructure, the compounds so far containing a tert-butyl group (3)
compound	hcGAS inh	NPYLR7 agonist	mcGAS inh
CSc1ccc(NC(=O)N(CC(=O)Nc2cc(C(C)(C)C)nn2-c2cccc(C)c2)CC(C)C)cc1	0	16	-4
COCCN=C1NN=C(c2ccc(C(C)(C)C)cc2)CS1	-1	0	.
COc1cc(/C=N\n2c(=O)c(C(C)(C)C)nn3cnnc23)ccc1OC(=O)c1ccccc1C	-7	3	.

New compounds follow
compound	hcGAS inh	NPYLR7 agonist	mcGAS inh
Cc1ccc(NC(N)=Nc2nc3c(c(=O)[nH]2)CCC3)cc1Cl	2	-1	.
COc1ccc(-c2ccnc(N)c2)c(C)c1	-1	-6	.
O=C(Cc1noc(-c2cscn2)n1)Nc1ccc2c(c1)OCCO2	0	2	.
CN(CCn1cccn1)S(=O)(=O)c1cccc(Cl)c1C#N	-2	-8	.
CCNc1ccnc(N2CCC(N3CCC(O)CC3)CC2)n1	2	15	-9
COCC(=O)Nc1cccc(-c2cccc3ccnn23)c1	-1	7	.
COCCN(Cc1ccc(OC)c(OC)c1)CC(O)Cc1ccccc1 (stereo not drawn)	-4	36	-5
Cc1cc(CN2CCC(C3(c4cccnc4)NC(=O)NC3=O)CC2)oc1C (stereo not drawn)	-2	2	-13
CCN(CC)C(=O)Oc1ccc2c(ccn2Cc2cccc(Oc3ccccc3)c2)c1-c1ccc(F)c(Cl)c1	-7	15	-6
CC(C)(C)OC(=O)N1CCC(C(=O)N2CCC(c3ccc(F)cc3)CC2)CC1	-2	18	-3
Cc1cc(OCC(=O)N2CCCN(C(N)=O)CC2)ccc1Cl	-10	3	.
O=C(O)c1ccc(=O)n(Cc2ccccc2Cl)c1	-10	5	.
CC(NC1(C)CCS(=O)(=O)C1)C(=O)Nc1ccc(N2CCCCC2)cc1 (stereo not drawn)	1	1	.
Cc1nc2ncnn2c(N2CCN(C(=O)c3ccc(C#N)cc3)CC2)c1Cc1ccccc1	-2	.	-5
COCCNC(=O)c1cc(-c2ccc(OC)cc2)n(-c2cccc(OC)c2)c1C	-10	25	-5
NC(=O)[C@@H]1CCCN1C(=O)c1cc2n(n1)CCCN(Cc1ccccc1)C2	-8	3	.
Cc1cccc(-c2nc3c(c(=O)[nH]2)CN(C(=O)c2ccc(Cl)cc2)CC3)c1	-9	7	-4
COc1ccccc1-c1cc(C(=O)N2CCN(C(c3ccccc3)c3ccccc3)CC2)n2nc(-c3ccc(Cl)cc3)cc2n1	-2&-13	17&5	-9&-8
CC(=O)N1C[C@@H]2CCCN3CCC[C@@H]([C@H]23)[C@H]1CCCC(=O)N(C)Cc1cccnc1	-11	.	-4

Assay outcomes (PubChem)
